Assay outcomes deposited in PubChem by Broad Institute.
DENV2 CPE rescue: DENV2-induced cell death inhibition; CPE inhibition, % at 9.99 µM; DENV2-infected cells, cytopathic effect rescue, plate reader; 350,000 compounds, 1.7% hits; in the data active means CPE inhibition above about 20%, passing the limit was not always enough; inconclusive means no clear call, values can overlap the other calls; tested in BHK-21 cells;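 further: 0% = median of neutral control wells and 100% = median of positive control wells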
ERp5 block: blocks human ERp5 reductase activity on insulin. ERp5 insulin aggregation, absorbance 650 nm, 90 min. inhibition, % at 9.99 µM. 350,000 compounds, 0.05% hits;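 active means mean replicate inhibition above about 25%, with every replicate also reaching it, limit read from the data, passing the limit was not always enough; inconclusive means only one of those two criteria met; inactive means neither criterion met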
Target sequence (Q15084 whole entry, looked up): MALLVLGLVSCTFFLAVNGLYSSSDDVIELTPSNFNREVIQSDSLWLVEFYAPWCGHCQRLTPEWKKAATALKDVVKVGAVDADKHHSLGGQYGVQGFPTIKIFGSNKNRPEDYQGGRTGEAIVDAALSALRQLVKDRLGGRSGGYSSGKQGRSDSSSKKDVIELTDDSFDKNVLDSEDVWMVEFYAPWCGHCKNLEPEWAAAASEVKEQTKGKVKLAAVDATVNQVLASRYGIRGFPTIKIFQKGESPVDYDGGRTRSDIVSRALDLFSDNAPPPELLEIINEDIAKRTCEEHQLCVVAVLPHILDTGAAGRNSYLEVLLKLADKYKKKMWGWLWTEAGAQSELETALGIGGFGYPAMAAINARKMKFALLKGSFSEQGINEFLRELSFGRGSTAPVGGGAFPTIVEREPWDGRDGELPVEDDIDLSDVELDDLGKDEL
ERAP1 inh: ERAP1 (human) enzyme inhibition | Q9NZ08 | recombinant ERAP1, Leu-AMC fluorescence, 60 min | inhibition, % at 10.7 µM | 340,000 compounds, 0.15% hits | AID 652197;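 active means mean replicate inhibition of at least 30%, or all replicates individually reaching that 30% level; inactive means mean below 30% and not every replicate reaching it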;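 further: 0% = neutral control wells and 100% = L-leucinethiol positive control wells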
miR-122 sensor: miR-122 inhibition in Huh7 cells; Huh7 miR-122 Renilla luciferase sensor, 48 h; neutral wells = 0, positive control = 100; activation (reporter increase), % at 12.5 µM; 340,000 compounds, 0.3% hits; AID 602342;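 active means mean replicate activation score at least 90 and every replicate individually at or above 90; inconclusive means only one of the two criteria met; inactive means neither criterion met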;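 further: higher luciferase means less miR-122 activity so hits act as miR-122 inhibitors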
F508del corr: correctors of CFTR F508del function in bronchial epithelial cells | CFBE cells, YFP halide quenching; stimulated with forskolin plus potentiator P3; % fluorescence drop versus neutral controls | AID 720511 | 350,000 compounds, 0.36% hits | activity (quench increase), % at 7.58 µM;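 active means mean added fluorescence quench of at least 8% versus neutral control, with both replicates also reaching 8%; inconclusive means only one of the mean or replicate conditions met; inactive means mean below 8% and not both replicates reaching 8%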;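 further: cells transiently co-express mutant CFTR-F508del with the halide-sensitive YFP; corrector assay measuring rescue of mutant channel to the surface after 24 h compound exposure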
SIRT5 block: inhibitors of human sirtuin-5 desuccinylase | Q9NXA8 | Purified SirT5, succinyl-peptide AMC, trypsin-coupled fluorescence | inhibition, % at 15 µM | 330,000 compounds, 1.1% hits; in the data active means inhibition above about 15%; inconclusive means no clear call, values can overlap the other calls
Target sequence (Q9NXA8 whole entry, looked up): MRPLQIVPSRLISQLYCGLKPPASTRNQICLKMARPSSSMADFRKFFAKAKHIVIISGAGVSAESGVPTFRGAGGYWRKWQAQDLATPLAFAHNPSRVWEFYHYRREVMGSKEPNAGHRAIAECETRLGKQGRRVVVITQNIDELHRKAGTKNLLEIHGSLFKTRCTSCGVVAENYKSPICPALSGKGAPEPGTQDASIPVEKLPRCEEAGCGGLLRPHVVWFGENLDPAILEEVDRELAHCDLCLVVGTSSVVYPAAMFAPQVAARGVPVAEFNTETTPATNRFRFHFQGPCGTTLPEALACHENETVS
Casp6 inh: caspase-6 (human) enzyme inhibition. P55212. purified caspase-6, Z-VEID-R110 cleavage fluorescence. inhibition, % at 12.5 µM. 350,000 compounds, 0.53% hits. AID 686996;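 active means mean inhibition across replicates at least about 35%, with every replicate also reaching that limit, limit read from the data; inconclusive means only one of the two criteria met; inactive means neither criterion met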;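 further: 0% = median of neutral control wells and 100% = no fluorescence left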
Target sequence (P55212 24-179 limits assumed): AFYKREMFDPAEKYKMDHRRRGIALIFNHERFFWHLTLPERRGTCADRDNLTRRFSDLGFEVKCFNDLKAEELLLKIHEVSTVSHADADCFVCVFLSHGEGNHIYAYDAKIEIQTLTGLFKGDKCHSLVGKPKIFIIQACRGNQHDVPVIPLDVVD
Target sequence (P55212 194-293 limits assumed): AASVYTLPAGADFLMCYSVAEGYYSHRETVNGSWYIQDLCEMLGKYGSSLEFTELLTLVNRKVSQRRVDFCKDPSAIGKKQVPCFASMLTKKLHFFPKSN
Starred values were filed as active, the others as inactive; ? = inconclusive; nt = not tested or not shown; [ ] = remark or other dose.

SMILES	DENV2 CPE rescue	ERp5 block	ERAP1 inh	miR-122 sensor	F508del corr	SIRT5 block	Casp6 inh
CCCCC(c1nc2ccccc2[nH]1)N(C(=O)c1ccccc1)c1ccccc1[N+](=O)[O-] (stereo not given)	7	-5	0	7	-2.3	-2	1
Cc1onc(-c2c(F)cccc2Cl)c1C(=O)N1CCN(c2ncccn2)CC1	0	9	1	-13	?	0	0
COc1ccc(/C=C/C(=O)C(C)(C)C)cc1OC	1	5	-1	-3	1.1	-3	nt
Cc1cnc(NC(=O)C2CC=CCC2)s1 (stereo not given)	3	1	-3	1	-1.8	-3	0
Cc1nc2c(C)cccn2c(=O)c1NC(=O)c1cccs1	-1	1	1	1	-0.3	1	-6
O=C(NN=C1CCCCCCC1)c1ccc(F)cc1	-4	3	5	nt	1.4	5	5
COc1cccc(S(=O)(=O)N[C@H]2C=C[C@H](CC(=O)NC3CCC3)O[C@@H]2CO)c1	?	5	2	nt	0.3	5	0
COc1cccc(COC(=O)CCNC(=O)c2ccc(Cl)cc2)c1OC	-6	0	-3	6	3.4	3	2
C/C(=N\NC(=O)c1ccc2c(c1)OCO2)c1ccc2c(c1)OCO2	-4	3	-3	-10	-0.5	1	4
CC(=O)Oc1ccc(-c2ccc(C(=O)OCC(=O)c3c(N)n(C)c(=O)n(C)c3=O)cc2)cc1	2	-1	1	1	-0.9	-1	0
NS(=O)(=O)c1ccc(NC(=O)COC(=O)c2ccc([N+](=O)[O-])s2)cc1	0	-5	3	3	2.5	3	92*
COc1ccc(NC(=O)N(C)C[C@H]2Oc3ccc(NS(=O)(=O)c4cn(C)cn4)cc3CC(=O)N([C@H](C)CO)C[C@H]2C)cc1	6	-3	2	0[16.7 µM]	-1.8	3	-2
CC(NC(=O)C(=O)N1CCCCC1)C(c1cccs1)N1CCN(Cc2ccccc2)CC1 (stereo not given)	-4	6	-3	nt	2.3	-3	-3
COc1ccc(S(=O)(=O)Nc2ccc3c(c2)C(=O)N([C@H](C)CO)C[C@@H](C)[C@H](CN(C)Cc2ccc(C(F)(F)F)cc2)OCCCC[C@@H](C)O3)cc1	nt	1	0	-4[16.7 µM]	-1.9	2	0
O=C(NC1CCCCC1)c1ccccc1-c1ccccc1	9	2	0	nt	-0.9	-3	-2
CCn1c(CN2c3ccccc3Sc3ccccc32)n[nH]c1=S	13	4	-3	3	2.9	-5	6
COc1ccc(/C=C2\SC(=S)N(CCC(=O)NCCCN3CCOCC3)C2=O)cc1	16	-3	1	-4	1.3	3	-4
O=C(N[C@H]1CC[C@@H](CC(=O)N2CCCCC2)O[C@H]1CO)c1cccc(F)c1	-6	-4	-4	nt	1.6	0	-3
Cc1ccc(S(=O)(=O)N[C@H]2CC[C@@H](CCn3cc(-c4ccccc4F)nn3)O[C@H]2CO)cc1	14	1	0	nt	-0.2	-5	-1
CN1CCN(S(=O)(=O)c2ccc([N+](=O)[O-])cc2)CC1	7	0	-1	0	1.0	-2	-1
COCc1cc(=O)[nH]c(-c2ccccc2)n1	2	-2	-3	-13	0.7	-3	nt
CCOc1ccc(CCNC(=O)CSCc2ccc(C)cc2)cc1OCC	19	-3	0	nt	nt	-3	1
C[C@H](CO)N1C[C@H](C)[C@@H](CN(C)S(=O)(=O)c2ccc(Cl)cc2)OCCCC[C@H](C)Oc2ccc(NC(=O)CCC(F)(F)F)cc2C1=O	?	0	2	2[16.7 µM]	-4.1	6	-3
COc1ccc2[nH]c3c(c2c1)CCN1C(=O)N([C@@H](C)C(=O)NCc2ccco2)C(=O)[C@]31C	-8	-13	0	1	-1.6	-3	-1
CN1CCN(/N=C/c2nc(-c3ccc(Cl)cc3)n3ccccc23)CC1	-4	-3	2	nt	-2.7	2	-4
COc1ccc(NC(=O)Nc2c(C)n(C)n(-c3ccccc3)c2=O)c(OC)c1	-5	3	2	-3	3.9	-3	-2
C[C@@H]1CN([C@H](C)CO)C(=O)c2cccc(N(C)C)c2O[C@@H]1CN(C)C(=O)Nc1ccccc1	4	-2	4	-1[16.7 µM]	-0.4	-2	0
Cc1sc2nc(CC(=O)N3CCCC3)[nH]c(=O)c2c1C	-2	-3	0	nt	0.4	-1	-2
CCOC(=O)Cc1cc(=O)n2[nH]c(C(C)(C)C)cc2n1	0	1	1	nt	-1.9	1	-1
OC(CSc1ccccn1)CC(O)c1ccccc1 (stereo not given)	12	-1	-1	nt	0.6	-1	-3
CC(C)C#Cc1cnc2c(c1)C(=O)N([C@H](C)CO)C[C@H](C)[C@@H](CN(C)Cc1cncnc1)O2	5	-1	0	-1[16.7 µM]	3.1	0	-2
COCCOC(=O)C1=C(C)NC(=O)NC1c1c(F)cccc1Cl (stereo not given)	nt	-3	-4	nt	-4.6	4	-3
COc1ccc(S(N)(=O)=O)cc1C(=O)NNC(=O)c1cccc(S(=O)(=O)N2CCOCC2)c1	12	-5	0	-14	-0.7	1	4
Cc1ccc(S(=O)(=O)N(C)C[C@@H]2Oc3c(NC(=O)NC4CCCCC4)cccc3C(=O)N([C@H](C)CO)C[C@H]2C)cc1	8	11	-1	-8[16.7 µM]	-0.7	5	2
CO[C@H]1CN(C)C(=O)c2cc(NC(C)=O)ccc2OC[C@@H](C)N(C(=O)Cc2ccccn2)C[C@@H]1C	-3	-2	2	nt	-0.2	0	-2
CC(C(=O)Nc1ccc(Br)cc1)N(C)CC(=O)NCc1ccco1 (stereo not given)	0	-2	1	1	2.1	-11	0
CO[C@H]1CN(C)C(=O)c2cc(NC(=O)NC3CCCCC3)ccc2OC[C@@H](C)NC[C@@H]1C	1	1	-2	-2[16.7 µM]	-1.1	-2	-3
COC(=O)c1cnn2c(C)c(Cc3cccc(F)c3)c(C)nc12	?	3	1	1	1.4	-11	-2
C[C@@H]1CN([C@H](C)CO)C(=O)Cc2cc(NC(=O)Cc3ccccc3)ccc2O[C@H]1CN(C)Cc1ccc(Oc2ccccc2)cc1	-11	3	3	-6[16.7 µM]	0.8	11	-5
COc1cc(CN2CCN(CCCc3ccccc3)C(CCO)C2)cc(OC)c1O (stereo not given)	4	-5	2	0	-3.3	0	-4
CCS(=O)(=O)c1ccc2oc(Nc3cccc(OC)c3)nc2c1	-1	-33	5	4	1.9	-1	-2
O=C(Nc1cccc2ccccc12)N1CCc2ccccc2C1	nt	4	-6	-7	nt	-2	2
CCCCCCCC1CC(=O)C=C(C)C1C(=O)OCC (stereo not given)	0	-2	-2	-3	-1.3	-1	-1
C[C@@H]1CN([C@H](C)CO)C(=O)Cc2cc(NC(=O)c3ccncc3)ccc2O[C@@H]1CN(C)S(=O)(=O)c1ccccc1	19	-1	4	-5[16.7 µM]	-0.7	1	1
O=C1Nc2ccccc2/C1=N/N=C/c1ccc(-c2ccc([N+](=O)[O-])cc2)o1	1	1	nt	nt	-0.2	1	-2
O=C1NCCCC1C(=O)NCCN1C(=O)CCC1=O (stereo not given)	3	1	4	0	0.9	1	1
O=S(=O)(Cc1ccccc1)NCC[C@@H]1CC[C@@H](NS(=O)(=O)c2ccccc2)[C@H](CO)O1	-7	4	-2	nt	2.9	1	0
O=C(Nc1cccc2c1CCCC2)c1ccccc1Cl	1	1	0	6	-0.9	2	1
O=C(NCc1nc2ccccc2[nH]1)c1ccc([N+](=O)[O-])cc1	1	-4	-1	nt	-3.7	2	1
O=C1CC(NC(=O)C(F)(F)F)=NN1c1ccccc1	-5	5	5	1	4.5	-2	3
CCCN(CC(=O)Nc1ccccc1C)C(=O)C1CCN(S(=O)(=O)c2ccc(C)c(C)c2)CC1	27*	-2	-8	-3	3.5	2	3
NN(Cc1ccccc1)C(=S)Nc1ccc(Cl)c(Cl)c1	2	3	0	29	-2.4	-1	nt
COc1cccc(S(=O)(=O)N2CC3(CN(C(=O)Nc4cccc(F)c4)[C@@H](CO)c4[nH]c5cc(OC)ccc5c43)C2)c1	-11	20	5	nt	6.3	-3	2
C=CCOc1c(CNc2ccc(C(=O)O)cc2)cccc1OC	6	-4	0	3	nt	-5	12
O=C(Nc1cccc(S(=O)(=O)N2CCCCC2)c1)c1ccc2ncsc2c1	4	-1	-2	nt	0.7	-8	0
CCC1CCCCN1CC(=O)Nc1cc(OC)c(OC)cc1C#N (stereo not given)	6	-1	3	nt	0.0	0	1
Cc1cccc(NC(=O)CNC(=O)CN2C(=O)NC3(CCCc4ccccc43)C2=O)c1C (stereo not given)	6	1	-1	-5	-0.5	-2	-1
Cc1ccc(S(=O)(=O)N(C)C[C@@H]2Oc3c(NS(=O)(=O)c4ccc(Cl)cc4)cccc3C(=O)N([C@@H](C)CO)C[C@H]2C)cc1	1	3	-1	2[16.7 µM]	-1.8	-3	0
CC1CCCCC1NC(=O)c1ccc(NC2=NC3CS(=O)(=O)CC3S2)cc1 (stereo not given)	1	13	2	1	-1.9	-2	2
C/C(=N\NC(=O)C(C)Sc1ccccc1)c1ccc([N+](=O)[O-])cc1 (stereo not given)	-4	1	0	-5	0.6	-6	0

Molecules from the list above with a furan ring, fused or not, in the order listed:
SMILES	DENV2 CPE rescue	ERp5 block	ERAP1 inh	miR-122 sensor	F508del corr	SIRT5 block	Casp6 inh
COc1ccc2[nH]c3c(c2c1)CCN1C(=O)N([C@@H](C)C(=O)NCc2ccco2)C(=O)[C@]31C	-8	-13	0	1	-1.6	-3	-1
CC(C(=O)Nc1ccc(Br)cc1)N(C)CC(=O)NCc1ccco1 (stereo not given)	0	-2	1	1	2.1	-11	0
O=C1Nc2ccccc2/C1=N/N=C/c1ccc(-c2ccc([N+](=O)[O-])cc2)o1	1	1	nt	nt	-0.2	1	-2

Ordered by the number under miR-122 sensor (ascending): some entries from above.
mol | miR-122 sensor
Cc1cccc(NC(=O)CNC(=O)CN2C(=O)NC3(CCCc4ccccc43)C2=O)c1C (stereo not given) | -5
CC1CCCCC1NC(=O)c1ccc(NC2=NC3CS(=O)(=O)CC3S2)cc1 (stereo not given) | 1
NN(Cc1ccccc1)C(=S)Nc1ccc(Cl)c(Cl)c1 | 29

Next part.
SMILES	DENV2 CPE rescue	ERp5 block	ERAP1 inh	miR-122 sensor	F508del corr	SIRT5 block	Casp6 inh
CCOc1ccc(-n2c(C)cc(/C=N\NC(=O)CC(=O)NC3CCCCC3)c2C)cc1	2	1	0	nt	nt	2	-4
C[C@@H]1CN([C@H](C)CO)C(=O)CCCn2cc(nn2)CO[C@@H]1CN(C)S(=O)(=O)c1ccc(Cl)cc1	9	-1	-2	2[16.7 µM]	-1.7	0	0
C[C@@H]1CCCCO[C@H](CN(C)C(=O)c2ccncc2)[C@H](C)CN([C@@H](C)CO)C(=O)c2cc(NC(=O)NC3CCCCC3)ccc2O1	12	nt	nt	1[16.7 µM]	2.8	nt	nt
CC(C)Cc1ccc(C(C)C(N)=Nc2ccc(O)cc2)cc1 (stereo not given)	-3	1	4	0	-0.3	19*	0
CC(C)S(=O)(=O)N1CCCC(c2cc(C(=O)NCc3cccnc3)no2)C1 (stereo not given)	-3	1	-4	5	1.2	nt	4
COc1cc(OC)cc(-c2c(C#Cc3ccsc3)c3cc(-c4cccc5[nH]cc(C=O)c45)ccc3n2C)c1	-1	3	1	35	0.1	-4	-1
Cc1cc(C)c(S(=O)(=O)N2CCC(C(=O)NCc3ccncc3)CC2)c(C)c1	?	-7	-1	1	2.9	0	-5
COC(=O)C1=C(C)N(Cc2ccc(C(F)(F)F)cc2)C(=NCc2ccccc2)NC1c1cccc(F)c1 (stereo not given)	-11	0	-2	nt	0.5	nt	19
O=C(O)c1cccc(N2C(=O)/C(=C/c3ccc(SCc4ccc(Cl)cc4)o3)SC2=S)c1	-3	-2	-1	nt	7.1	21*	72*
CC1CC(C)CN(S(=O)(=O)N2CCCC(C(=O)NC(C)c3ccccc3)C2)C1 (stereo not given)	1	2	-1	9	-0.4	-1	2
COc1ccccc1-c1ccc2c(c1)O[C@H](CN(C)C(=O)c1ccccc1)[C@@H](C)CN([C@H](C)CO)S2(=O)=O	9	0	1	48[16.7 µM]	nt	-1	-2
Cc1ccccc1NC(=S)N1CCCC(c2nc3ccccc3[nH]2)C1 (stereo not given)	0	7	0	nt	3.2	-2	-3
CCCn1c(CC)nc([N+](=O)[O-])c1Sc1ncn[nH]1	-1	3	-2	-4	-5.2	-7	-2
CC(=O)c1ccc(OCc2ccccc2)c(C)c1O	10	-4	0	nt	3.7	nt	1
